Screening results: PubChem BioAssay, National Center for Advancing Translational Sciences (NCATS)
GLA spleen mod: qHTS Assay for Inhibitors and Activators of Human alpha-Galactosidase From Spleen Homogenate; human spleen homogenate, 4MU-alpha-Gal fluorescence, 40 min; Potency, µM (doses to about 80 µM), inactives show at the top dose activity change, negative = inhibition, actives largely listed as inhibitors; 240,000 tested, 0.008% active;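 further: potency means the concentration at half of the fitted maximal effect; 0% = enzyme with vehicle and -100% = no enzyme basal signal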
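Inhibition or activation of alpha-galactosidase in human spleen homogenate is scored by 4-MU fluorescence after 40 min at 37C, pH 5.0, with 1 mM substrate. AC50s come from concentration-response fitted to the Hill equation.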
CBFb-RUNX1 inh: qHTS Assay for Compounds Blocking the Interaction Between CBF-beta and RUNX1 for the Treatment of Acute Myeloid Leukemia; Runt-related transcription factor 1 (Homo sapiens) + Core-binding factor subunit beta …; AlphaScreen CBFb-His/RUNX1-biotin binding, biochemical; Potency, µM (series often up to 59.8 µM), for inactives: top-dose activity, negative = inhibition, hits mostly inhibitors; 230,000 tested, under 10 active; AID 1477, 2009; further: % of control where 0% means no effect
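Room-temperature protein-protein interaction test with 30 nM each of His-tagged CBF-beta and biotinylated RUNX1, 15 min with compound, then 90 min with nickel plus streptavidin beads. Signal read in AlphaScreen mode.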
Tau fibril FP: qHTS for Inhibitors of Tau Fibril Formation, Fluorescence Polarization | Microtubule-associated protein tau (Homo sapiens), P10636 | 280,000 tested, 0.39% active | Potency, µM (titrated, usually from 57.7 µM), for the others: top-dose activity, negative = inhibition, hits mostly inhibitors | K18 P301L tau heparin fibrillization, Alexa594 FP, 6 h; further: potency means the concentration at half of the fitted maximal effect; on the % scale 0 is the no-effect control and ±100 the full control effect; nearly all actives have a fitted effect of over 55% in size
Target sequence (P10636 561-689 P618L limits assumed): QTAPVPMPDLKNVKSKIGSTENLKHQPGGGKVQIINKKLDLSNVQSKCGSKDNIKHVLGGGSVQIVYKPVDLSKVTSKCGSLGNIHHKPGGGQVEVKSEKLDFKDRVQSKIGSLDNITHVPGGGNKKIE
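K18 P301L tau (15 uM unlabeled/0.24 uM Alexa 594-labeled, final) + compound + heparin 20 uM final; 100 mM NaOAc pH 7; 6 hr 37 C; ThT 30 uM final added, 1 hr RT; FP ex 555/em 632 nm.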
Epigenetic derep: Quantitative High-Throughput Screen for Regulators of Epigenetic Control; AID 1865, 2009; 280,000 tested, 0.2% active; Potency, µM (series often up to 53.9 µM), inactives show at the highest dose GFP activation, most hits filed as activators; murine LDR cells, GFP reporter derepression, 30 h; further: potency means the concentration at half of the fitted maximal effect; % of control where 0% means no effect; nearly all actives have a fitted effect of over 60% in size
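Murine LDR cells bearing a silenced CMV-driven GFP reporter were exposed to compound for 30 h at 37 C. After PBS washes, GFP-positive cells (20-120 um objects) counted by laser-scanning microplate cytometry.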
TRb SRC2 PPI: qHTS for Inhibitors of the Interaction of Thyroid Hormone Receptor and Steroid Receptor Coregulator 2 | Thyroid hormone receptor beta (Homo sapiens), P10828 | TRbeta-SRC2 peptide binding, fluorescence polarization; receptor liganded with 1 µM T3 | Potency, µM (series often up to 106 µM), without a hit: at the top dose activity change, negative = inhibition, usual class: inhibitors | 280,000 tested, 0.065% active;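 further: potency means the concentration at half of the fitted maximal effect; plate controls were bound peptide for no effect and peptide without receptor for full effect; nearly all actives have a fitted effect of over 50% in size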
Target sequence (P10828 whole entry, looked up): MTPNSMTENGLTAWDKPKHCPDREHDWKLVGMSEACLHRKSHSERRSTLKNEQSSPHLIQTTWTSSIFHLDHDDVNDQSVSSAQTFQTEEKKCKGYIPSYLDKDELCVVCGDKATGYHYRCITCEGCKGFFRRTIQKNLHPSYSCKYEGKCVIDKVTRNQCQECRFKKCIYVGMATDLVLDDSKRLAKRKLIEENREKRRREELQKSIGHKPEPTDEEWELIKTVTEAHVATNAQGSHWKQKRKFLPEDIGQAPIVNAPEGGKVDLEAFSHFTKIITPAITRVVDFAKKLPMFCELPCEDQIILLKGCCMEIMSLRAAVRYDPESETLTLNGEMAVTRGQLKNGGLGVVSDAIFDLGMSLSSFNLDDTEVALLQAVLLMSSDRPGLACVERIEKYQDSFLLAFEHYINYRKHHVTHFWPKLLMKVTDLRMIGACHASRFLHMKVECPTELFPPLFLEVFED
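Compounds were added to 0.6 uM TRb ligand-binding domain and 20 nM Texas Red-labeled SRC2 peptide in Tris buffer containing 1 uM T3, incubated 5 hr at ambient temperature, then read by fluorescence polarization.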
NPSR antagonist: qHTS Assay for Antagonists of the Neuropeptide S Receptor: cAMP Signal Transduction. 220,000 tested, 1% active. Q6W5P4. Potency, µM (top dose mostly 38.3 µM), for the others: top-dose activity change, negative = inhibition, hits mostly inhibitors. CHO-NPSR cells, cAMP TR-FRET, antagonist mode; further: potency means the concentration at half of the fitted maximal effect; on the % scale 0 is the no-effect control and ±100 the full control effect; nearly all actives have a fitted effect of over 50% in size; many of its hits are not listed in these tables
Target sequence (Q6W5P4 whole entry, looked up): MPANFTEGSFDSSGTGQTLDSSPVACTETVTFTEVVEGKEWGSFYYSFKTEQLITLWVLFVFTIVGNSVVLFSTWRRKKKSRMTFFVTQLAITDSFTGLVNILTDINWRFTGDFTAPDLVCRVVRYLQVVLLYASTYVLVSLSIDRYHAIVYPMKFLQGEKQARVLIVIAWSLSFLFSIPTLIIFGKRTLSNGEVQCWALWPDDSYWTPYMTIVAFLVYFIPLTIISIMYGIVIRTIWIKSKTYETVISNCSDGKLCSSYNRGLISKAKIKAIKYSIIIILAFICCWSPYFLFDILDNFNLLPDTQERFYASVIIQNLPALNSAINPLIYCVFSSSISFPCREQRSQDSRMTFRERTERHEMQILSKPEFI
TexasRed fluor: Total Fluorescence Counterscreen for Inhibitors of the Interaction of Thyroid Hormone Receptor and Steroid Receptor Coregulator 2 | TRb/SRC2 Texas Red total fluorescence interference | Potency, µM (highest dose often 106 µM), without a hit: at the top dose fluorescence change, negative = quenching | 280,000 tested, 0.29% active; active means well fitted curve in either direction with a large enough effect; inconclusive means small, poorly fitted or top-dose-only effect; further: potency means the concentration at half of the fitted maximal effect; on the % scale 0 is the no-effect control and ±100 the full control effect
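Flags fluorescent or light-absorbing compounds by total fluorescence, S + 2P, at 555 nm excitation and 632 nm emission. Mixture: 20 nM Texas Red SRC2 peptide, 0.6 uM human TRb LBD, 1 uM T3, 5% DMSO; compound exposure 5 h at ambient temperature.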
Tau fluor cs: Counterscreen qHTS for Inhibitors of Tau Fibril Formation, Fluorescence Polarization. tau K18 P301L Alexa594 fluorescence, heparin fibrillization. Potency, µM (doses to about 57.7 µM), without a hit: at the top dose activity change, negative = decrease. 280,000 tested, 0.93% active. AID 1463, 2008; further: potency means the concentration at half of the fitted maximal effect; on the % scale 0 is the no-effect control and ±100 the full control effect; nearly all actives have a fitted effect of over 55% in size
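Human tau K18 P301L (15 uM unlabeled, 0.24 uM Alexa 594-labeled) in 100 mM sodium acetate pH 7 with 20 uM heparin, 6 hr at 37 C. ThT 30 uM added, 1 hr ambient; Alexa 594 FP and total fluorescence read at 555/632 nm.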
* marks the source's active call; other numbers are inactive results; ? = inconclusive; / = not tested or not shown; & = joins results of further samples; [ ] = dose if it differs, or a comment. Unless noted, the call rests on the fitted dose curve; in most records, active means well fitted curve in the direction sought with a large enough effect; inconclusive means small, poorly fitted or top-dose-only effect, or another doubt; inactive means no such curve, though single readings can be large; an effect the other way counts as inactive or inconclusive. This is a subset. The share of hits here may be higher or lower than overall.

Structure	TRb SRC2 PPI	Tau fluor cs	GLA spleen mod	NPSR antagonist	Tau fibril FP	CBFb-RUNX1 inh	TexasRed fluor	Epigenetic derep
COc1ccc(C)cc1NC(=O)CSc1nc(SC)ns1	-6.5%	-16.8%	8.1%	-12.0%[46.1 µM]	1.3%	-4.4%	1.8%	-1.0%
O=C(CSc1nnc2n1CCCN2)c1ccc(Cl)cc1	-0.7%	-0.4%	0.6%	5.6%	2.8%	1.5%	-2.7%	-0.1%
C=C1SC(Nc2c(C)cc(C)cc2C)=NC12CCCCC2	1.7%	-12.4%	-16.5%	55.0%[7.67 µM]	-3.8%	3.7%	-6.1%	-2.4%
CCCc1cc(=O)[nH]c(SCC(=O)N(C)CC(=O)Nc2ccccc2CC)n1	-8.8%	7.0%	-5.6%	-3.6%[46.1 µM]	3.3%	-5.6%	-1.5%	1.5%
COc1cccc(-c2nc(N3CCN(Cc4ccccc4)CC3)c3ccccc3n2)c1O	6.0%&2.2%	?	?	2.9%[46.1 µM]	-5.6%&16.0%	6.8%&0.3%	1.8%&-4.0%	-1.0%&-1.1%
Nc1cnc(Nc2ccc(Br)cc2)nc1N	2.4%	?	-4.6%	29.4%	0.7%	-20.6%	-2.9%	2.0%
COc1ccc(/C=N/NC(=S)NCC2CCCO2)cc1 (stereo unspecified)	5.8%	-3.7%	0.7%	-19.7%	-0.8%	2.7%	-2.0%	-1.1%
CCOC(=O)c1[nH]c(C)c(CCC(=O)Nc2ccc(N(CC)CC)cc2C)c1C	-6.3%	-19.0%	/	/	8.6%	/	0.1%	2.7%
CC1CCCN(S(=O)(=O)c2ccc3c(c2)CCN3C(=O)CCC(=O)O)C1 (stereo unspecified)	4.2%	-11.1%	/	/	-4.6%	/	3.9%	-1.1%
CC1(C(=O)NNC(=O)c2ccc(=O)oc2)CC1Br (stereo unspecified)	3.5%	-20.7%	2.6%	-16.7%	2.6%	-6.7%	0.9%	-1.3%
CCC/C=C(\CCC)C(NS(=O)(=O)c1cccc2cccnc12)c1ccc(-c2ccccc2)cc1 (stereo unspecified)	-6.1%	-9.6%	15.4%	/	-11.4%	-6.2%	-14.3%	0.8%
O=C(Oc1cccc(-n2cnnn2)c1)c1ccco1	-9.6%	-1.2%	-18.4%	-2.7%[46.1 µM]	-3.3%	-0.7%	-2.1%	5.1%
NS(=O)(=O)c1nn2cc(-c3ccccc3)nc2s1	-0.2%	/	-10.5%	/	/	5.1%	1.6%	/
Cc1ccc(C(=O)/C=C/Nc2ccccc2C(N)=O)cc1	-18.1%	-8.6%	7.4%	-8.7%[46.1 µM]	-11.9%	0.3%	-5.1%	-2.0%
O=C(/C=C/c1ccc(Cl)cc1Cl)NCCSCc1ccccc1	-0.4%	?	-4.8%	-44.7%	?	-24.1%	0.3%	0.0%
COc1ccc(C)cc1NC(=S)NNC(=O)c1ccccc1Cl	4.4%	-16.4%	4.6%	-2.0%[46.1 µM]	-0.7%	-2.8%	0.3%	0.0%
O=C(COC(=O)c1ccc2c(c1)S(=O)(=O)N=C1CCCCCN12)NCc1cccs1	2.4%	-8.9%	-8.1%	-12.5%	-5.8%	3.7%	-0.2%	9.4%
CCCc1nc2ccc(NC(=O)c3cccs3)cc2c(=O)n1Cc1ccccc1Cl	4.2%	?	-2.0%	-32.3%	?	-0.3%	-2.8%	2.9%
CCOC(=O)CNC(=O)CSc1nc2cccnc2n1C	-3.9%	2.5%	2.9%	15.9%[46.1 µM]	7.8%	6.9%	-5.7%	0.0%
COc1cc2cc(C)c(SCC(=O)N3CCN(C(=O)c4ccco4)CC3)nc2cc1OC	3.1%	-24.4%	3.4%	-4.1%	-1.0%	6.7%	0.2%	0.0%
Cc1ccc(C)c(N(CC(=O)N/N=C/c2ccc(-c3ccc([N+](=O)[O-])cc3)o2)S(=O)(=O)c2ccccc2)c1	2.7%	?	-16.0%	?	11.9%	2.0%	-0.6%	1.1%
CC[C@H](C)N	-2.7%	/	5.8%	/	/	4.4%	0.7%	/
CC1CCCCC1NC(=O)c1cc2c(s1)CS(=O)(=O)C2 (stereo unspecified)	5.1%	8.8%	9.4%	0.1%[46.1 µM]	-2.5%	6.4%	-4.6%	-1.0%
Cc1ccc(Oc2ncccc2NC(=O)CCCC(=O)O)c2c1CCC2	-8.3%	-14.7%	2.1%	-7.5%	3.4%	4.9%	-1.5%	-1.9%
Cc1ccc(-c2csc(N3CCC(C(N)=O)(N4CCCCC4)CC3)n2)cc1	1.2%	-25.3%	-0.7%	-2.4%[46.1 µM]	5.0%	-2.7%	-0.7%	-0.9%
Clc1ccc(C(c2ccccc2)c2c[nH]c3ccccc23)s1 (stereo unspecified)	8.1%	6.4%	/	/	-3.2%	/	2.1%	0.0%
CCC1C(O)=C(c2ccccn2)C(=N)N1c1ccccc1 (stereo unspecified)	-2.5%	-10.0%	3.9%	-9.2%[46.1 µM]	-9.6%	4.7%	-3.3%	-0.9%
Cc1ccc(-n2c(SCC(=O)Nc3cccc(F)c3)nc3c(oc4ccccc43)c2=O)cc1C	-12.5%	-2.1%	/	/	-21.8%	/	?	0.0%
O=[N+]([O-])c1cccc(NC(=S)NCCc2ccccc2)c1	-18.6%[53 µM]	-4.1%	-0.7%	-14.3%	-2.7%	-1.3%	316µM*[quencher]	0.0%
COc1cccc(CNC(=O)c2cccc(-n3c(C)nc4cccnc43)c2C)c1	-2.7%	1.0%	/	/	-0.3%	/	2.3%	0.1%

Reprinted from the part before: four compounds, followed by the next part.
Structure	TRb SRC2 PPI	Tau fluor cs	GLA spleen mod	NPSR antagonist	Tau fibril FP	CBFb-RUNX1 inh	TexasRed fluor	Epigenetic derep
CCC1C(O)=C(c2ccccn2)C(=N)N1c1ccccc1 (stereo unspecified)	-2.5%	-10.0%	3.9%	-9.2%[46.1 µM]	-9.6%	4.7%	-3.3%	-0.9%
Cc1ccc(-n2c(SCC(=O)Nc3cccc(F)c3)nc3c(oc4ccccc43)c2=O)cc1C	-12.5%	-2.1%	/	/	-21.8%	/	?	0.0%
O=[N+]([O-])c1cccc(NC(=S)NCCc2ccccc2)c1	-18.6%[53 µM]	-4.1%	-0.7%	-14.3%	-2.7%	-1.3%	316µM*[quencher]	0.0%
COc1cccc(CNC(=O)c2cccc(-n3c(C)nc4cccnc43)c2C)c1	-2.7%	1.0%	/	/	-0.3%	/	2.3%	0.1%
COc1cc(/C=N/n2c(C)nnc2C)cc(OC)c1OC	6.6%	-2.3%	7.8%	-1.9%[46.1 µM]	1.7%	-3.7%	2.1%	-2.9%
O=C(CNC(=O)c1ccccc1Cl)OCc1cc(=O)n2nc(C3CC3)sc2n1	-1.2%	0.4%	/	/	-4.2%	/	1.9%	0.8%
Cc1c(OCc2nn[nH]n2)ccc2c(-c3ccccc3)cc(=O)oc12	1.3%	3.1%	-1.8%	?	2.3%	4.9%	-3.4%	0.0%
O=C(CCCN1C(=O)/C(=C/c2ccco2)SC1=S)Nc1cccc(C(=O)O)c1	4.3%	-18.0%	-5.0%	9.2%[7.67 µM]	-13.6%	/	-15.8%	1.0%
COc1ccc2cc(C(=O)C3CCCN(C(=O)c4csnn4)C3)ccc2c1 (stereo unspecified)	-7.7%	-15.7%	7.6%	18.7%	3.5%	-1.5%	-2.8%	-7.5%
COCCNC(=O)CN(C(=O)CCC(=O)Nc1ccccn1)c1ccccc1F	-1.6%	1.7%	2.3%	9.8%	6.3%	8.0%	-4.4%	-1.1%
Cc1nc(CC(=O)N2CCN(S(=O)(=O)c3ccccc3C#N)CC2)cs1	-15.2%	0.2%	-0.7%	1.0%[46.1 µM]	2.1%	-12.5%	-3.1%	1.7%
S=C(Nc1ccc2nccnc2c1)N1CCCC1	2.0%	0.3%	-0.7%	10.3%	-10.6%	0.9%	-3.1%	-1.2%
CCN1CCN(C(=O)C(NS(=O)(=O)c2ccc3nc(C)sc3c2)C(C)C)CC1 (stereo unspecified)	2.0%	-4.3%	1.1%	4.8%[46.1 µM]	-3.8%	24.5%	-4.5%	0.8%
Cn1c(=O)c2c(nc(Oc3ccccc3)n2Cc2c(Cl)cccc2Cl)n(C)c1=O	-8.5%	1.0%	/	/	1.0%	/	-0.8%	-0.8%
CNC(=O)c1ccsc1NC(=O)c1coc2ccccc2c1=O	1.8%	-9.1%	0.8%	24.3%	-7.7%	-3.4%	-5.5%	-0.1%
Cc1cccc(NC(=O)CSc2nc3ccc(NC(=O)c4ccccc4)cc3s2)c1	4.9%	?	/	/	?	/	-2.3%	1.6%
Cc1ccc(S(=O)(=O)N(C)C)cc1NC(=O)COC(=O)Cc1ccc(Br)cc1	-2.5%	-19.6%	6.9%	-0.1%	-2.9%	16.9%	-2.5%	1.1%
CCSc1ccccc1C(=O)N1CCN(Cc2ccc3c(c2)OCO3)CC1	5.4%	-3.0%	-1.1%	-17.5%[46.1 µM]	?	-6.3%	-0.5%	-2.0%
COc1ccc(-n2nnnc2SCC(=O)Nc2ccc3c(c2)OCCO3)c(OC)c1	-8.9%	?	0.5%	-21.5%[46.1 µM]	10.3%	-1.0%	2.1%	0.3%
